# High-throughput results from PubChem.
# eIF4E-4G inh: eIF4E–eIF4G protein interaction inhibitors, primary screen, biochemical, uHTS, TR-FRET, eIF4GI fragment; inhibition, % at 21.7 µM; actives 0.37% (n = 220,000); AID 782, 2007; TR-FRET eIF4E-eIF4GI(517-606) binding, 2 h; Eukaryotic translation initiation factor 4E (Mus musculus) + Eukaryotic translation …;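 active means inhibition above about 30%, limit read from the data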;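 further: 0% = full FRET control wells and 100% = background wells lacking eIF4GI fragment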
# Target sequence (P63073 whole entry, looked up, the tested form may be a part): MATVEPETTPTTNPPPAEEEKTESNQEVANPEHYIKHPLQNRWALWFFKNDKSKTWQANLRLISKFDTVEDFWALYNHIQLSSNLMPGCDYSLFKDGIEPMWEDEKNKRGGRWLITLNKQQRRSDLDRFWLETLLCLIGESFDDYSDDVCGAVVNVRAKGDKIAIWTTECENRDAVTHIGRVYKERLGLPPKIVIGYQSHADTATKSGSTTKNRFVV
# Target sequence (Q04637 whole entry, looked up, the tested form may be a part): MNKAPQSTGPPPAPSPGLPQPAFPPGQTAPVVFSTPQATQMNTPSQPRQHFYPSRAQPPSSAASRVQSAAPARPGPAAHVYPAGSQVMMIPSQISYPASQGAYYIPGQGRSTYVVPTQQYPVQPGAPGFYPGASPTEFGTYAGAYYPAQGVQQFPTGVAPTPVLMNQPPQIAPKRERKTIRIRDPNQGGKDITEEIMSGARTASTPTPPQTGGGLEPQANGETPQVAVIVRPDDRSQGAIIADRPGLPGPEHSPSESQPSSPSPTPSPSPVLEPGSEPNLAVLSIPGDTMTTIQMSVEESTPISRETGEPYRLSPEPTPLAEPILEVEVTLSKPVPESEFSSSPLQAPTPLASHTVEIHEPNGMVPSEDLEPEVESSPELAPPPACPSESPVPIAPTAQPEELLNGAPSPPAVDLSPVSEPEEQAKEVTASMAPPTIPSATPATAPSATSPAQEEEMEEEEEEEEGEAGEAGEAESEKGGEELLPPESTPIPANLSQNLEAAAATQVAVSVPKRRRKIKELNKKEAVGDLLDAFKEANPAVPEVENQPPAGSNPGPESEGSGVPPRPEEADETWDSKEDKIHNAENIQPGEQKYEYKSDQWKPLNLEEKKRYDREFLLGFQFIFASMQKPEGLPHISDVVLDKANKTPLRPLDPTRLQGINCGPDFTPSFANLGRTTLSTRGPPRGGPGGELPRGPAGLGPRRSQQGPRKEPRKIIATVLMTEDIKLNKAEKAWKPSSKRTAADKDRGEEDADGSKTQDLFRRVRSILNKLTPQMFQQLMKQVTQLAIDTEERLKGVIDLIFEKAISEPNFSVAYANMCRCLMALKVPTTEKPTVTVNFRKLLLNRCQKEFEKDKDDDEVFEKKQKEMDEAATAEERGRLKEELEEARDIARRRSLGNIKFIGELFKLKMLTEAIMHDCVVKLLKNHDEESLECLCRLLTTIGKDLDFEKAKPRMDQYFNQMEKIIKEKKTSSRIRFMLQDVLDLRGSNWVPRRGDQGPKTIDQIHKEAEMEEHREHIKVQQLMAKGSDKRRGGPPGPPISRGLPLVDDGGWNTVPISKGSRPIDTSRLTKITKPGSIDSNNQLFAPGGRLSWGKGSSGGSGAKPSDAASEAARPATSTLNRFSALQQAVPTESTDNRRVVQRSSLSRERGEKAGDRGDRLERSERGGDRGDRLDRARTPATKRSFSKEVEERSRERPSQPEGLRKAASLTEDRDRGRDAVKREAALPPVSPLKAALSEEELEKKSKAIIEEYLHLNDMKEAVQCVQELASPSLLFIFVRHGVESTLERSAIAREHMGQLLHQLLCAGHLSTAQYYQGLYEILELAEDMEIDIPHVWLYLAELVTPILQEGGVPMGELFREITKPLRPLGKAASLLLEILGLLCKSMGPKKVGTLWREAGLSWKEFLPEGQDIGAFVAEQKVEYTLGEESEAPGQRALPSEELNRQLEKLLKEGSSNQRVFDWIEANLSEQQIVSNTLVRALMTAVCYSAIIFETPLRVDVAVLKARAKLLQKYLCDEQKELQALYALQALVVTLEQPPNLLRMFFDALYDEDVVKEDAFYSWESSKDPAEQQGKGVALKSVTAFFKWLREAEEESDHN
# Rad51 HR inh: human RAD51 strand exchange inhibitors, primary screen, biochemical, fluorescence; hRad51 DNA strand exchange, fluorescence dequenching; inhibition, % at 10 µM; actives 0.085% (n = 200,000);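 active means inhibition above 40% at the single screening dose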;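 further: 0% = DMSO control wells and 100% = blanks with heterologous ssDNA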
#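 material = hRad51 filaments on single-stranded DNA | timing = filaments 15 min 37 °C, then compound 30 min | signal = FRET fluorescence dequenching, excitation 485 nm, emission 520 nm | benchmarks = control wells and blank wells on each plate | evaluation = percent inhibition relative to plate controls and blanks | compound = 10 µM final, single point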
# FXIIa inh: human FXIIa protease inhibitors, primary screen, biochemical, 1536-well. AID 800, 2007. inhibition, % at 5 µM. actives 0.3% (n = 220,000). purified FXIIa, Boc-QGR-AMC fluorogenic substrate, 2 h. Coagulation factor XII (Homo sapiens), P00748; in the data active means inhibition above about 40%;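 further: 0% = enzyme with no compound and 100% = blank without enzyme; many of its hits are not listed in these tables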
# FXIa inh: human FXIa protease inhibitors, primary screen, biochemical, 1536-well; Coagulation factor XI (Homo sapiens), P03951; purified FXIa, Boc-Glu-Ala-Arg-AMC fluorogenic substrate; inhibition, % at 5 µM; actives 0.14% (n = 220,000);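 active means inhibition of at least 40%; inactive means inhibition below 40%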;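 further: fluorescence of freed AMC excited at 355 nm; 0% = enzyme without compound and 100% = no enzyme blank; many of its hits are not listed in these tables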
# Mdm2 ligase inh: MDM2-luciferase reporter signal enhancers, primary screen, MDM2 E3 ligase inhibitor project, cell-based, luminescence, 1536-well. cell-based MDM2 ubiquitination luciferase reporter, 2 h; 0 = plate control, 100 = twice control, blank-subtracted. signal enhancement, % at 5 µM. actives 0.11% (n = 210,000). AID 1230, 2008;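 active means signal enhancement of 30% or more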;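 further: luminescence tracks abundance of the self-degrading MDM2-luciferase fusion protein; higher signal means inhibition of MDM2 E3 ligase activity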
#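 test system = mammalian cells stably expressing self-ubiquitinating, self-degrading MDM2 E3–luciferase fusion | quantity = 2000 cells/well | incubation = cell settling 4 h, compound treatment 2 h, both 37 °C | signal = luminescence with SteadyLite reagent, 15 min at room temperature | evaluation = % enhancement relative to plate controls after blank subtraction | benchmarks = plate controls and plate blanks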
# Wee1 stabilizer: Wee1 degradation inhibitors, primary screen, cell-based, HeLa, Wee1K328M-luciferase, luminescence; reporter increase, % at 5 µM; Wee1-like protein kinase (Homo sapiens), P30291; actives 1.2% (n = 220,000); HeLa Luc-Wee1K328M stability; 100% = proteasome inhibitor MG132 effect; AID 1321, 2008;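 active means activation above the mean of all tested compounds plus 3 SD, set per screening run, cut at about 8.8% in these data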;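 further: cells exposed to compound for 20 h before luminescence read; 0% = DMSO alone and 100% = MG132 at 30 µM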
# 14-3-3 Bad PPI: inhibitors of 14-3-3 zeta/Bad binding, primary screen, biochemical, TR-FRET, bovine 14-3-3 zeta. 14-3-3 protein zeta/delta (Bos taurus), P63103. TR-FRET 14-3-3zeta/Dy647-pBad peptide displacement, 1 h. inhibition, % at 21.7 µM. actives 0.71% (n = 220,000). AID 781, 2007;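 active means inhibition above about 70%, limit read from the data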;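 further: 0% = full 14-3-3 plus peptide FRET controls and 100% = background without 14-3-3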
# KLK5 inh: human KLK5 protease inhibitors, primary screen, biochemical, 1536-well; Kallikrein-5 (Homo sapiens), Q9Y337; actives 0.59% (n = 210,000); recombinant hK5, fluorogenic AMC substrate cleavage; inhibition, % at 5 µM;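 active means inhibition of 40% or more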;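 further: 0% = enzyme controls without compound and 100% = no-enzyme blanks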
# p97 inhibitor: inhibitors of human p97 ATPase, primary screen, biochemical. inhibition, % at 8 µM. actives 0.42% (n = 220,000). recombinant p97 ATPase, Kinase-Glo ATP luminescence, 3 h; in the data active means inhibition above about 15%;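 further: 0% = DMSO vehicle and 100% = wells lacking enzyme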
# * hit, by the source's call; . = not tested or not shown; [ ] = dose if it differs, or a comment.
# Every second line gives: eIF4E-4G inh, Rad51 HR inh, FXIIa inh, FXIa inh, Mdm2 ligase inh, Wee1 stabilizer, 14-3-3 Bad PPI, KLK5 inh, p97 inhibitor
- CS(=O)(=O)NCCSCc1ccco1
  -7.1, -2.1, 18.9, 1.8, -11.2, 3.6, 2.6, -3.2, -2.2
- Cc1oc(-c2ccc(Cl)cc2)nc1CN1CCCC(C(=O)NCc2cccnc2)C1 (stereo not drawn)
  -0.1, -34.6, 23.1, 0.9, -11.0, 1.6, -13.0[fluorescence artefact?], -3.6, -1.1
- C=CCc1cccc(CNc2ccc(Br)cc2)c1O
  4.4, 6.3, 1.7, -3.2, -4.1, 2.0, -9.2, ., -2.4
- COCCOC(=O)C1=C(C)Nc2ncnn2C1c1ccccc1 (stereo not drawn)
  -1.7, 5.0, 3.9, -10.9, -1.8, -1.4, -4.2, -17.1, -1.4
- CC12CCC(C(=O)NCc3ccccc3Cl)(C(Br)C1=O)C2(C)C (stereo not drawn)
  11.4[fluorescence artefact?], -1.0, 20.2, 8.3, 14.6, -0.5, -1.1, -10.4, 2.6
- c1ccc2[nH]c(CN3CCOCC3)nc2c1
  -0.6[fluorescence artefact?], 2.0, 1.0, -4.6, -10.6, 0.8, 2.0, -1.1, -0.1
- Cc1nn(Cc2ccccc2)c(C)c1NC(=O)CSc1n[nH]c(C)c1[N+](=O)[O-]
  -6.8[fluorescence artefact?], ., 4.9, 2.2, ., -0.8, -4.0, -5.5, -5.7
- O=C(Nc1ccc(Cl)cc1)N1CCOC12CCCCC2
  -2.5, -5.9, 15.7, 0.2, -23.9, 0.9, -1.6, 23.9, -6.1
- CCn1c(SCC(=O)Nc2nccs2)nnc1-c1ccncc1
  -3.4, 5.9, 12.0, -0.9, -18.2, 0.0, 7.4, -4.0, -2.1
- O=C(Nc1ccc(F)c(F)c1)c1cnc(-c2ccccc2)nc1-c1ccccc1
  5.1, -0.9, 15.3, 17.4, -6.5, -3.2, 15.2, -15.0, 5.0
- O=C(COC(=O)c1ccc(S(=O)(=O)NCc2ccco2)cc1)Nc1ccc(OC(F)F)cc1
  -28.7, 1.2, 20.8, 0.0, -4.7, 0.3, -8.0, -32.3, 0.9
- COc1cccc(N2CCN(Cc3nc4scc(-c5ccccc5)c4c(=O)[nH]3)CC2)c1
  -0.5[fluorescence artefact?], -10.6, 0.8, -1.3, -5.6, -0.1, -11.2[fluorescence artefact?], -6.1, 0.6
- Nc1ccc2oc(-c3ccc4nc[nH]c4c3)nc2c1
  2.7, -7.8, 8.1, 3.9, -24.3, -0.9, 0.1, -10.3, -3.3
- Cc1ccc(CSc2nnc(NC(=O)Cn3cnc4ccccc4c3=O)s2)cc1
  -3.3, ., 1.6, -1.0, -5.4, 0.1, 3.5, 8.0, 5.1
- CCn1c(=O)c(C(=O)NCCN2CCCCC2)c(O)c2ccccc21
  -8.2[fluorescence artefact?], 1.2, 14.8, 7.8, -4.0, -2.1, 8.3[fluorescence artefact?], -0.3, -2.0
- Cc1ccc(NC(=O)CSc2nnc(-c3cccs3)o2)cc1S(=O)(=O)N1CCCCC1
  5.5[fluorescence artefact?], -1.2, 4.2, 9.4, -0.9, 0.9, -9.3[fluorescence artefact?], 1.1, 4.5
- CC(=O)Nc1ccc(NC(=O)C(C)Oc2ccccc2F)cc1 (stereo not drawn)
  5.6, -3.5, -1.0, -1.2, -21.1, -2.4, -7.8, 5.8, 4.4
- COC(=O)N/N=C/c1ccc([N+](=O)[O-])s1
  -2.2, -11.4, 7.2, 0.0, -8.7, 0.4, -1.4, 2.0, 5.0
- O/N=C/C1=C(Cl)c2ccccc2CC1
  -2.6, -1.4, 6.2, 0.2, -7.5, -2.9, -5.8, -4.0, 2.4
- N#Cc1c(-c2ccccc2)nc(SCC(=O)Nc2ccccc2)[nH]c1=O
  2.0, ., -2.1, -3.0, ., 1.9, -4.5, -9.1, 5.8
- O=[N+]([O-])c1ccc(N2CCCC2)nc1
  1.8, 1.4, 3.1, -6.0, -5.8, -0.7, -2.8, 18.6, 8.4
- CCOc1ccc(NC(=O)Cn2nnc(-c3ccccc3NC(=O)c3cccs3)n2)cc1
  -29.1, 15.3, 8.3, -13.4, -10.8, -1.5, 26.4, -21.7, -4.1
- O=C(O)c1cc(NC(=S)NC(=O)C(c2ccccc2)c2ccccc2)ccc1Cl
  0.9, -0.2, 10.0, -0.1, -0.3, 0.0, -11.4, -5.7, 1.5
- CCOC(=O)c1[nH]c(C)c(C(=O)N2CCN(c3ccccc3OC)CC2)c1C
  -2.7, -4.1, 11.8, 3.1, -3.3, -3.0, -3.7, 5.8, -2.8
- COCCNS(=O)(=O)c1ccc(C)c(C)c1C
  3.4, 27.7, 6.8, -2.4, -18.2, 3.6, 35.1, -4.8, 3.0
- COc1ccc(OCc2nnc(SCC(=O)c3c(N)n(C)c(=O)n(C)c3=O)n2-c2ccccc2F)cc1
  -0.5, -4.5, 11.5, 1.3, 0.8, -3.8, -1.6, 2.0, 2.7
- COc1cccc(CNC(=O)C2CCCN(S(=O)(=O)c3cccc4nonc34)C2)c1 (stereo not drawn)
  0.5[fluorescence artefact?], 3.0, 22.1, 15.9, -18.0, 1.0, 8.2, -11.1, 0.4
- O=C(O)c1ccc2c(c1)NC(=O)C(N1CCCC1)S2 (stereo not drawn)
  0.9, ., 7.7, -0.8, -5.0, 0.1, 3.4, -3.0, 3.3
- CC(=O)Nc1nc(S(=O)(=O)c2ccc(C)cc2)c(Cl)s1
  -2.4, -5.5, 3.3, 3.6, -18.3, -0.8, 4.4, 8.1, -0.6
- CCN1CCN(Cc2ccc(NC(=O)c3cc(NC(=O)c4cnn(-c5ccccc5)c4N)cc(OC)c3)cc2C(F)(F)F)CC1
  -1.5, -0.1, 6.3, 1.0, 20.6, ., -3.3, 0.9, .
- Cc1ccc(NC(=O)C2CCCN(C(=O)c3ccc(Cl)cc3)C2)c(C)c1 (stereo not drawn)
  0.3, 12.8, -7.4, -7.8, -10.2, 0.3, -5.9, -16.5, -0.5
- Cc1cc(C)c(NC(=O)CSc2nc3ccc(NC(=O)CSc4nnnn4-c4ccccc4)cc3s2)c(C)c1
  8.0, ., 3.1, -1.0, -8.0, -2.0, 5.0, -5.0, 3.2
- Cc1ccc(S(=O)(=O)N2CCCCC2)cc1NC(=O)COC(=O)Cc1cccc2ccccc12
  -4.2, 2.4, 6.1, 5.7, -4.7, -0.5, 3.3[fluorescence artefact?], -6.5, -1.2
- Cc1cc(C)cc(OCC(=O)NNC(=O)c2cc3ccccc3o2)c1
  -4.8, ., 4.0, -5.3, -9.2, 0.7, 65.6[fluorescence artefact?], -46.8, -6.3
- CC(=O)Nc1ccc(S(=O)(=O)NCC2CCC(C(=O)NCCCN3CCCC3=O)CC2)cc1 (stereo not drawn)
  1.5, 5.3, 0.8, -4.8, 2.5, 1.5, 6.5, 0.0, 3.7
- COc1ccc2nc(NC(=O)CSc3nc(C)cc(=O)[nH]3)sc2c1
  1.7, 1.5, -1.0, -1.5, -18.5, -1.4, -0.9, 4.0, 4.4
- Cn1cccc1C(=O)C(=O)Nc1cc(Cl)cc(Cl)c1
  -5.5, 6.3, 1.7, -5.0, -10.5, -0.1, -15.4, -17.7, -0.7
- CCc1ccc(N2C(=O)C(Cl)=C(N3CCOCC3)C2=O)cc1
  17.4, 1.7, 5.3, 3.3, 0.4, 0.8, -17.4, -7.6, 2.3
- CC(C)(C)c1cc(C(=O)NNS(=O)(=O)c2ccccc2)n[nH]1
  -0.8, 4.2, 4.5, -1.7, 3.8, 0.0, -3.2, -2.9, -2.6
- Fc1ccc(-n2cc(-c3ccccc3)c3c(N4CCOCC4)ncnc32)cc1
  -1.0, 3.4, 9.0, -1.0, -18.0, -1.3, -9.1, -1.8, 4.5
- COCc1cc(C)nc(N2CCNCC2)c1C#N
  2.7, -5.0, 3.4, -3.0, ., -1.0, 4.0, -5.9, -1.4
- CCCCNC(=O)C1CCCN1S(=O)(=O)c1cccc2nsnc12 (stereo not drawn)
  -0.6, 2.9, 1.2, -1.8, -7.3, 1.1, 2.9, -0.4, -6.4
- CCc1nc(CN2CCN(Cc3ccc(F)c(F)c3)C(CCO)C2)c(C)[nH]1 (stereo not drawn)
  -1.6, -41.3, 11.3, -1.4, -1.6, -0.9, -11.2, ., 0.4
- COc1ccc(C(=O)C2CCCN(Cc3nc4ccccc4nc3C)C2)cc1OC (stereo not drawn)
  -3.4, ., 8.1, 1.7, 3.0, 1.8, -2.6, -0.9, -5.6
- O=C(NCCc1ccncc1)Nc1ccc(Cl)cc1
  0.6, -0.2, 19.9, 2.1, 5.3, 0.0, 0.6, -10.3, -1.8
- c1ccc2c(NC3CCCC3)nnc(NC3CCCC3)c2c1
  9.1, 6.5, 19.2, 3.3, -4.0, 0.5, 1.5, -0.2, -0.8
- O=C1C(Cl)=C(Nc2cccc(O)c2)C(=O)N1Cc1ccccc1
  0.4, 8.1, 8.6, 2.6, -5.8, 1.1, -8.4, -5.3, 6.0
- CCOC(=O)c1nnn(CC(=O)N2N=C(c3ccc(Cl)cc3)CC2c2ccc(OC)cc2)c1C(=O)OCC (stereo not drawn)
  1.2, -3.7, 1.0, -3.1, -6.1, 0.1, -9.4, -10.0, 4.8
- O=C(CCCc1nc2ccccc2s1)Nc1nccs1
  5.2[fluorescence artefact?], 1.9, 6.5, -5.4, 2.2, -1.5, 3.3, 1.5, -3.5
- O=C(O)c1ccc(-c2nc(-c3ccccc3Cl)cs2)cc1
  -0.3, 27.6, 8.7, 1.9, 8.2, -4.0, -6.4, -1.9, 5.0
- CS(=O)(=O)N(CC(=O)NCc1ccccc1Cl)Cc1ccccc1
  -3.7[fluorescence artefact?], -9.9, 0.9, -9.5, -1.2, 1.3, -5.4[fluorescence artefact?], -5.7, -7.5
- CCOC(=O)c1ccc(NC(=O)C2(c3ccc(OC)cc3)CCOCC2)cc1
  -0.7, 8.3, -1.3, -13.1, -5.7, -0.4, -2.5, 24.1, -3.0
- O=C(Nc1cccc(N=Cc2cc(Br)cc(Br)c2O)c1)c1ccco1
  4.2[fluorescence artefact?], -14.3, 4.9, 5.9, -16.3, 2.4, 20.7, -6.1, 6.2
- O=c1oc2cc(OCc3ccc(F)cc3F)ccc2cc1-c1ccc2ccccc2n1
  2.6, -7.0, -10.2, -13.8, -13.3, -1.3, 4.0, -30.7, 2.2

# Some entries already given, limited to p97 inhibitor, Rad51 HR inh and 14-3-3 Bad PPI:
structure,p97 inhibitor,Rad51 HR inh,14-3-3 Bad PPI
O=C1C(Cl)=C(Nc2cccc(O)c2)C(=O)N1Cc1ccccc1,6.0,8.1,-8.4
CCOC(=O)c1nnn(CC(=O)N2N=C(c3ccc(Cl)cc3)CC2c2ccc(OC)cc2)c1C(=O)OCC (stereo not drawn),4.8,-3.7,-9.4

# Outcome played no part in choosing rows; overall some 3.5% were active at least once.
